From PubChem BioAssay
GRIN3A LBD mod: binders of NR3A ligand-binding domain, primary screen, biophysical, differential scanning fluorimetry, uHTS; Tm shift relative to glycine control, % at 25 µM; Glutamate receptor ionotropic, NMDA 3A (GRIN3A) ligand-binding domain; NR3A LBD differential scanning fluorimetry, Tm shift; 0% = protein alone, 100% = glycine-bound protein; AID 1259313, 2017; actives 2.5% (n = 340,000);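 active = melting temperature shift of at least 10% of the positive control shift, at one fixed dose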
Gli-Sufu antag: Gli-Sufu pathway antagonists, primary screen, luciferase luminescence, Sufu-KO-LIGHT cells, uHTS. Sufu-KO-LIGHT fibroblasts, Gli luciferase reporter luminescence. actives 0.74% (n = 340,000). AID 588413, 2011. inhibition, % at 5 µM;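 active = inhibition above about 55%, limit read from the data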;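 also: 0% = DMSO-treated cells and 100% = wells with medium but no cells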
EBI2 block: EBI2 receptor antagonists, beta-arrestin recruitment, primary screen, cell-based, luminescence, 7a,25-OHC stimulation, uHTS; 7a,25-OHC stimulated; inhibition, % at 5 µM; actives 0.81% (n = 360,000); AID 651636, 2012; in the data active = inhibition above about 38%;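 also: enzyme fragment complementation signal reports receptor beta-arrestin coupling in cells; 0% = agonist plus DMSO wells and 100% = wells without agonist; some results beyond the cut were filed as inactive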
Target sequence (P32249 whole entry, looked up, the tested form may be a part): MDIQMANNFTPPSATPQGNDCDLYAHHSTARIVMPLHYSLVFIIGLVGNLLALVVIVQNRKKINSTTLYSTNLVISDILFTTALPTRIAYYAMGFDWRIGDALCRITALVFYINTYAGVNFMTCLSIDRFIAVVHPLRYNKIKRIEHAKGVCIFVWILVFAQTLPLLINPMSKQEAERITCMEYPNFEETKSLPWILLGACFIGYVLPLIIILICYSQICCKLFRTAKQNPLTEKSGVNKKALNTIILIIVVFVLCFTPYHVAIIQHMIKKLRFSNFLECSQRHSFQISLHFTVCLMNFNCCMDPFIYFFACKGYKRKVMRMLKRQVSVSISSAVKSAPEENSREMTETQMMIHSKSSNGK
CXCR6 inh: CXCR6 receptor inhibitors, primary screen, cell-based, beta-arrestin, luminescence, CHO-K1 PathHunter, 1536-well; C-X-C chemokine receptor type 6 (Homo sapiens), O00574; inhibition, % at 20 µM; AID 602244, 2012; actives 0.36% (n = 360,000); in the data active = inhibition above about 34%, passing the limit was not always enough;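 also: antagonist mode with CXCL16 agonist at 10 nM final; 0% = 10 nM CXCL16 with DMSO and 100% = unstimulated wells without agonist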
MPTP inh: mitochondrial permeability transition pore inhibitors, primary screen, biochemical, isolated mouse mitochondria, absorbance | Ca2+ swelling absorbance, 30 min | inhibition, % at 10 µM | actives 1.4% (n = 360,000) | AID 602449, 2012;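 active = inhibition of 50% or more, scaled per plate between neutral and stimulator controls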;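 also: 0% = DMSO wells given calcium and 100% = 1 mM EGTA wells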
CCR6 antagonist: CCR6 receptor antagonists, primary screen, cell-based, CHO-K1, luminescence, beta-arrestin, uHTS; actives 0.49% (n = 340,000); C-C chemokine receptor type 6 (Homo sapiens), P51684; AID 493098, 2011; inhibition, % at 20 µM; CHO-K1 CCR6 PathHunter beta-arrestin, CCL20-stimulated;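 active = compounds whose inhibition of the agonist-driven luminescence signal at 20 µM reaches about 50%, limit read from the data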;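 also: cells stimulated with CCL20 at 14 nM final; plate controls were DMSO with CCL20 for no effect and DMSO without agonist for full effect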
A3A deaminase: APOBEC3A ssDNA deaminase inhibitors, primary screen, selectivity assay for APOBEC3G inhibitor project, biochemical, FAM/TAMRA oligo cleavage fluorescence. AID 493011, 2011. actives 0.41% (n = 330,000). inhibition, % at 20 µM. DNA dC->dU-editing enzyme APOBEC-3A (Homo sapiens), P31941. recombinant A3A, FAM/TAMRA ssDNA deamination fluorescence;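 active = at least 40% inhibition at 20 µM here, with at most 30% in a related deaminase screen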;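 also: plate controls were A3A with DMSO for no effect and wells lacking A3A enzyme for full effect; some results filed as inactive read as strong as hits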
Target sequence (P31941 whole entry, looked up): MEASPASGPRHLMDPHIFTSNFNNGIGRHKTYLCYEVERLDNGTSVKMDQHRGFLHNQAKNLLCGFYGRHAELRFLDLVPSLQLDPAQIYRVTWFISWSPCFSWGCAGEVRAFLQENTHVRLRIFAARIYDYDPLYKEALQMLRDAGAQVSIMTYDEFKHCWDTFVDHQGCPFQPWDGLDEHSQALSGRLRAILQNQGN
A3G deaminase: APOBEC3G DNA deaminase inhibitors, primary screen, biochemical, fluorescence, single-stranded DNA substrate, uHTS; recombinant A3G, ssDNA deamination FAM/TAMRA fluorescence; inhibition, % at 20 µM; DNA dC->dU-editing enzyme APOBEC-3G (Homo sapiens), Q9HC16; actives 0.28% (n = 330,000); AID 493012, 2011;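 active = inhibition of at least 40% at 20 µM, with no more than 30% in the related APOBEC3A deaminase screen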;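 also: plate controls were DMSO wells with A3G for no effect and wells lacking A3G enzyme for full effect; some compounds called inactive have numbers as strong as hits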
Target sequence (Q9HC16 whole entry, looked up): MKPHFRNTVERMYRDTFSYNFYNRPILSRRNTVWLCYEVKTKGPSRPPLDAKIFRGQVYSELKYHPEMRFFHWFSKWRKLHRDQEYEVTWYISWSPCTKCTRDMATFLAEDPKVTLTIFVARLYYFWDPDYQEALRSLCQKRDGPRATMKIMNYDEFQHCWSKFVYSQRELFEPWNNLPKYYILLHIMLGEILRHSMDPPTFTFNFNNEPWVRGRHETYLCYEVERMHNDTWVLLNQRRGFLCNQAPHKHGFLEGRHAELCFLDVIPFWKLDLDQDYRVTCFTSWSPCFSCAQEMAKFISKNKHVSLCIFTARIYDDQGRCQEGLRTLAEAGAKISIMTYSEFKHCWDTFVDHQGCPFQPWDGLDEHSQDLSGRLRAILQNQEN
* = called active by the depositor; · = no result given. No enrichment for hits (roughly 5.8% active in at least one column).

#	Molecule	GRIN3A LBD mod	Gli-Sufu antag	EBI2 block	CXCR6 inh	MPTP inh	CCR6 antagonist	A3A deaminase	A3G deaminase
1	CC(C)n1c(SCC(=O)Nc2nc3c(s2)CCCC3)nc2c1c(=O)n(C)c(=O)n2C	2	11	-4	-7	-0.2	-9	2	3
2	CC1(C)CC(=O)c2cc(OCC(=O)N3CCOCC3)ccc2O1	0	21	-1	-9	-1.8	-5	-4	-7
3	COC(=O)C1=C(C)N(C)C(=O)NC1c1cc(Cl)cc(Cl)c1OC (centres undefined)	-1	4	29	-4	-2.0	7	-4	-6
4	COc1ccccc1CNC(=O)COC(=O)c1cccc(-n2cnnn2)c1	-3	5	6	-2	0.2	8	0	-3
5	CC(C)N(CCCNC(=O)Cn1c(=O)c2cccn2c2ccccc21)Cc1ccccc1	1	4	0	0	-0.6	18	-5	-8
6	CCn1c(Cc2c(C)[nH]c3ccccc23)n[nH]c1=S	0	2	-14	-5	0.0	16	-3	25
7	COc1ccc(NC(=O)c2cc3c(=O)n(C)c4ccccc4c3s2)cc1OC	-3	9	3	-9	2.7	4	3	-3
8	O=C(N/N=C/c1cc(Br)c(O)c(Br)c1)c1cccnc1	0	36	1	-7	0.0	-4	-2	-8
9	CC(=O)C1=C(O)C(=O)N(c2ccc(S(=O)(=O)Nc3nccs3)cc2)C1c1ccc(F)cc1 (centres undefined)	0	5	3	-1	-2.0	8	1	0
10	O=S(=O)(Nc1ccccc1F)c1ccc(Cl)nc1	2	2	-17	-8	-2.0	6	-2	-10
11	CC(=O)N1CCc2cc(NC(=O)c3ccc(C)cc3)ccc21	-8	-80	-12	-2	0.3	-2	-2	-5
12	CCN(c1ccccc1)S(=O)(=O)c1ccc(C(=O)Nc2cccc(NC(C)=O)c2)cc1	-4	-1	6	-3	-1.4	5	3	-1
13	Cc1csc(NC(=O)C2CCN(S(=O)(=O)c3ccc4c(c3)oc(=O)n4C)CC2)n1	1	9	3	-3	-0.4	11	1	-9
14	CN1CCc2c(sc3nc(SCC(=O)N4CCOCC4)nc(N)c23)C1	4	6	-2	0	6.2	7	4	1
15	CC(=O)c1c(C)[nH]c(C(=O)COC(=O)c2ccc(C)s2)c1C	0	-2	4	-2	0.9	6	0	7
16	CC1=NNC(=O)C1CC(=O)N/N=C/c1cccs1 (centres undefined)	-1	2	-6	-2	-1.3	7	0	-2
17	CC(=O)c1cc(CN2CCCCC2)cc(OC(C)C)c1	4	13	-8	3	0.7	13	1	-2
18	O=C(NCCc1ccccc1)C1CCC(CNS(=O)(=O)c2cccs2)CC1 (centres undefined)	-1	-4	-14	-4	0.0	13	-1	-8
19	COc1cccc(C(C(=O)NC(C)(C)C)N(CC(C)C)C(=O)CCC(=O)Nc2cc(C)on2)c1OC (centres undefined)	0	6	5	5	-0.8	1	-2	-5
20	OC(COCC1COc2ccccc2O1)CN1CCCCC1 (centres undefined)	1	8	-4	-2	2.0	12	-2	-6
21	CC(OC(=O)Nc1ccccc1)C(=O)OC1CCCCC1 (centres undefined)	2	-6	1	-8	0.3	15	·	·
22	COCCNC(=O)c1ccc(-n2c(SCc3ccncc3)nc3ccccc3c2=O)cc1	-1	13	2	-9	2.1	-14	-3	-6
23	O=C(O)Cc1sc(Nc2cccc3ccccc23)nc1-c1ccccc1	-4	27	2	-14	0.6	-8	-1	-4
24	Cc1ccccc1-n1nnnc1SC(C)C(=O)NC1CCCc2ccccc21 (centres undefined)	1	8	15	7	0.4	9	1	-8
25	O=C(O)c1ccccc1-c1ccccc1C(=O)Nc1ccccc1	-11	1	-14	-2	-1.3	-20	1	0

Laid out differently: results already given.
17. CC(=O)c1cc(CN2CCCCC2)cc(OC(C)C)c1
  GRIN3A LBD mod: 4
  Gli-Sufu antag: 13
  EBI2 block: -8
  CXCR6 inh: 3
  MPTP inh: 0.7
  CCR6 antagonist: 13
  A3A deaminase: 1
  A3G deaminase: -2
1. CC(C)n1c(SCC(=O)Nc2nc3c(s2)CCCC3)nc2c1c(=O)n(C)c(=O)n2C
  GRIN3A LBD mod: 2
  Gli-Sufu antag: 11
  EBI2 block: -4
  CXCR6 inh: -7
  MPTP inh: -0.2
  CCR6 antagonist: -9
  A3A deaminase: 2
  A3G deaminase: 3
14. CN1CCc2c(sc3nc(SCC(=O)N4CCOCC4)nc(N)c23)C1
  GRIN3A LBD mod: 4
  Gli-Sufu antag: 6
  EBI2 block: -2
  CXCR6 inh: 0
  MPTP inh: 6.2
  CCR6 antagonist: 7
  A3A deaminase: 4
  A3G deaminase: 1

(next part)
#	Molecule	GRIN3A LBD mod	Gli-Sufu antag	EBI2 block	CXCR6 inh	MPTP inh	CCR6 antagonist	A3A deaminase	A3G deaminase
26	Cc1cc(N2CCOCC2)cc(C)[n+]1[O-]	4	1	-3	-8	-0.1	3	-1	-8
27	S=C(NCCc1ccccc1)N1CCOCC1	-1	20	4	8	-0.3	0	-2	-5
28	O=C(CCc1nc2cccnc2n1Cc1ccccc1)N1CCOCC1	4	-4	-10	8	-0.5	1	0	-5
29	CC1=C(C(=O)Nc2ccc(C)cc2C)C(c2cccc(Cl)c2)n2nc(C(=O)OC(C)C)nc2N1 (centres undefined)	-16	3	-2	-9	-1.6	0	-4	-10
30	O=S(=O)(c1ccccc1)c1nc(-c2ccco2)oc1NCCN1CCOCC1	-4	-1	-12	10	-1.6	-6	4	-1
31	COc1ccc(C(c2nnnn2Cc2cccs2)N2CCN(c3ccccc3F)CC2)cc1OC (centres undefined)	0	-4	5	3	-7.0	6	0	1
32	CCN1CCN(c2ccc(S(=O)(=O)N3CCOCC3)cc2NC(=O)COc2ccc(F)cc2Cl)CC1	1	30	6	10	-1.1	8	-2	-7
33	COc1cc(C(=O)N2CCN(CC(O)COc3ccccc3)CC2)cc(OC)c1OC (centres undefined)	2	1	-2	-5	2.2	3	-1	-5
34	Cc1ccc(-c2cc(-c3cccs3)[nH]n2)c(O)c1	-1	-43	15	-3	1.2	6	2	11
35	COc1ccc(CC(=O)Nc2nc(C)cs2)cc1	-3	-2	-11	-3	4.5	5	3	3
36	CC(C(=O)N1c2ccccc2Sc2ccccc21)n1nnc(-c2cccs2)n1 (centres undefined)	0	6	12	2	2.6	19	-5	-10
37	Brc1ccc(CN2CCSCC2)cc1	2	-23	-4	-3	-0.8	-2	-2	-2
38	COc1cc(NC(=O)COC(=O)c2ccc(C)c(S(=O)(=O)N3CCCCC3)c2)c(C)cc1[N+](=O)[O-]	-3	1	26	7	3.7	19	10	-2
39	Cc1cccc(OCCn2c(=O)n(C)c3ccccc32)c1	-2	-79	4	1	0.3	4	0	-4
40	O=S(=O)(NC1CCCCC1)c1cccc(-c2nnc(-c3ccccc3)o2)c1	-4	-11	10	0	17	3	-2	-6
41	CCCCc1c(O)nc(SCC(=O)Nc2cccc3ccccc23)n(-c2ccccc2OC)c1=O	0	7	7	-6	-0.4	6	-6	-3
42	O=C(N/N=C/c1cccnc1)c1cc(C2CC2)nc2ccccc12	-2	29	1	-10	-1.1	-2	4	-2
43	CCN(CC)S(=O)(=O)c1ccc(C)c(NC(=S)Nc2cccc(S(=O)(=O)N3CCCCCC3)c2)c1	1	0	-1	0	76*	25	2	5
44	COc1ccc(Cn2nnnc2C(c2ccc(N(C)C)cc2)N2CCC(C(N)=O)CC2)cc1 (centres undefined)	-3	-4	-2	-6	-1.6	19	0	0
45	CN1/C(=C\C(=S)NC(=O)c2cccc(Br)c2)C(C)(C)c2ccccc21	0	72*	9	30	6.5	42	-4	-11
46	COc1ccc(C2=NN(C(=O)c3ccc(Cl)c([N+](=O)[O-])c3)C(c3ccccc3)C2)cc1 (centres undefined)	-1	21	20	4	1.5	-3	0	-5
47	O=C(NCCc1ccccc1)c1ccc(-c2ccc(F)cc2)o1	-7	11	0	-1	1.5	1	1	-16
48	CC1=C(C(=O)OCC(C)C)C(c2cc3c(cc2Br)OCO3)NC(=O)N1C (centres undefined)	0	-30	-9	-4	-3.6	-10	-17	-7
49	COc1ccc(CN2CCN(Cc3ccco3)CC2)c(OC)c1	0	9	-6	-4	1.6	0	-2	-7
50	CCOC(=O)c1cnn(-c2cccc(Cl)c2)c1N	2	-16	-7	9	-1.3	-7	-4	-7
51	C=CCOC(=O)C1=C(C)NC(=O)NC1c1cc2c(cc1Br)OCO2 (centres undefined)	1	2	-4	0	2.2	6	2	-2
52	CC(C)CC(CO)N1CCN(C(=O)c2ccc(Cl)cc2Cl)CCC1=O (centres undefined)	0	-8	-7	-2	-0.4	-16	0	-12
53	Cc1ccccc1C(=O)Nc1cccc(C#N)c1	-1	-15	-3	8	-1.1	3	3	-4
54	CC1Cc2ccccc2N1C(=O)c1cnc2n(c1=O)CCS2 (centres undefined)	-1	-12	-5	4	-0.8	-1	-2	-2
55	CC1=Nc2cc(C(=O)NCCCOC(C)C)ccc2Sc2ccc(C)cc21	-5	-3	-35	6	-0.1	16	-3	-8
56	O=C(NCC(c1ccco1)N1CCCC1)c1cccc(S(=O)(=O)N2CCOCC2)c1 (centres undefined)	2	4	-3	-9	-0.1	16	0	-6
57	O=C(NS(=O)(=O)c1ccccc1)c1ccccc1	1	2	1	-2	0.1	-1	0	-2
58	Cc1ccc(OCc2ccc(-c3ccccc3)cc2)c([N+](=O)[O-])n1	2	15	15	5	-0.1	28	0	-4
59	CC1(C)N=C(N)NC(Nc2ccccc2)=N1	2	3	-3	-8	1.9	8	7	0
60	CC(=O)c1coc2ccc(OCC(=O)O)cc12	-1	2	-2	2	-0.5	28	0	-5
61	COc1ccc2c(c1)C(=O)N(c1ccccc1OC)C(=O)C2(C)C	-7	5	-1	-2	-0.2	5	-2	1
62	O=[N+]([O-])c1cn(Cc2ccc(Cl)cc2)cn1	-2	-4	7	13	-0.2	-14	0	-2
63	CC(C)(C)c1ccc(OCCC(=O)OCC(=O)Nc2ccc(N3CCOCC3)cc2)cc1	-6	-6	-4	2	-2.1	11	-4	-6
64	N#C/C(=C/c1cccs1)c1nc2ccccc2[nH]1	15*	-40	7	0	1.9	-5	-4	-6
